# Screens from PubChem.
# MC4R barr agon = activates human MC4R beta-arrestin recruitment; hit rate 0.98% among 360,000; P32245; activation, % at 8.9 µM; U2OS MC4R beta-arrestin complementation, luminescence; percent of melanotan II response, DMSO zero;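 active = activation above a per-plate cutoff, the mean activation of sample wells on that plate plus 3 SD, cut at about 8% in these data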
# Target sequence (P32245 whole entry, looked up): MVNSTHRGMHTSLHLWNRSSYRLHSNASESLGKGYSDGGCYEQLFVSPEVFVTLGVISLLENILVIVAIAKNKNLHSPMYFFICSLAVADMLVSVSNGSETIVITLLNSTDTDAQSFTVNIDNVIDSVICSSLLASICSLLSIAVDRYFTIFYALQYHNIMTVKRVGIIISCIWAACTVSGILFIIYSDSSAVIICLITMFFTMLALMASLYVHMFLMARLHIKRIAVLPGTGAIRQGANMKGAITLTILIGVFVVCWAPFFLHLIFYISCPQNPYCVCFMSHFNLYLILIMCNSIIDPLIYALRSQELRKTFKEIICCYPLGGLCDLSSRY
# TLR9-MyD88 block = inhibitors of human TLR9-MyD88 binding; Q9NR96+Q99836; CHO BLA complementation TLR9-MyD88, CCF4 FRET ratio; inhibition, % at 4.98 µM; hit rate 0.21% among 340,000; AID 504734;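 active = inhibition above the mean over all tested compounds plus 3 SD, cut at about 21% in these data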;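 also: 0% = DMSO only wells and 100% = clavulanate BLA inhibitor control wells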
# N-glyco inh = blocks N-linked glycosylation in D54 reporter cells | D54 ERlucT glycosylation luciferase reporter, 24 h; percent of 100 nM tunicamycin response | reporter increase, % at 12.5 µM | AID 588692 | hit rate 0.23% among 360,000;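 active = mean luciferase reporter signal, scaled so untreated is 0 and the glycosylation-blocking control 100, at or above a set limit in every replicate; inconclusive = mean reaches the limit but not every replicate does; inactive = mean below the limit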;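 also: luciferase carries N-glycosylation sites so blocking glycosylation raises the light; 0% = median of neutral control wells and 100% = median of 100 nM tunicamycin wells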
# ABHD5 PLIN5 PPI = blocks binding of human ABHD5 to perilipin-5. Split G. princeps luciferase complementation, luminescence, 4 h. inhibition, % at 4 µM. hit rate 0.78% among 360,000;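 active = inhibition above the mean inhibition across every tested compound plus 3 SD, cut at about 22% in these data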;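 also: 0% = DMSO only wells and the 100% control is not disclosed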
# Vif inh = inhibitors of HIV Vif; inhibition, % at 7.49 µM; HEK293T cells, Vif self-association by quenched fluorescence, imaging, 24 h; hit rate 0.35% among 340,000; in the data active = inhibition above about 50%, passing the limit was not always enough; inconclusive = no clear call, values can overlap the other calls; inactive = below about 31%; also: some results filed as inactive read as strong as hits
# Exocytosis inh = blocks lytic granule exocytosis; hit rate 0.66% among 360,000; AID 651702; inhibition, % at 10 µM; TALL-104 LAMP-1 surface exposure, flow cytometry; cells stimulated with thapsigargin and PMA;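 active = inhibition above about 55%, limit read from the data; inconclusive = no clear call, values can overlap the other calls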
# aDG glyco up = increases alpha dystroglycan glycosylation; Pro5-aDG cells, alpha-DG glycosylation AlphaScreen (IIH6); 0% Pro5, 100% B10-LARGE cell signal; activation, % at 10 µM; hit rate 0.22% among 360,000; AID 624168;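 active = activation of at least 8% versus controls, or a plate z-score of at least 8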;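 also: Pro5 are CHO cells carrying HIG-tagged alpha-DG that lacks glycosylation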
# NOD2 RIPK2 PPI = NOD2-RIPK2 protein interaction inhibition | inhibition, % at 4.98 µM | O43353 | AID 624267 | CHO BLA complementation NOD2-RIPK2, CCF4 ratio | hit rate 0.38% among 360,000; in the data active = inhibition above about 21%;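 also: 0% = vehicle only and 100% = reference blocker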
# Target sequence (O43353 whole entry, looked up): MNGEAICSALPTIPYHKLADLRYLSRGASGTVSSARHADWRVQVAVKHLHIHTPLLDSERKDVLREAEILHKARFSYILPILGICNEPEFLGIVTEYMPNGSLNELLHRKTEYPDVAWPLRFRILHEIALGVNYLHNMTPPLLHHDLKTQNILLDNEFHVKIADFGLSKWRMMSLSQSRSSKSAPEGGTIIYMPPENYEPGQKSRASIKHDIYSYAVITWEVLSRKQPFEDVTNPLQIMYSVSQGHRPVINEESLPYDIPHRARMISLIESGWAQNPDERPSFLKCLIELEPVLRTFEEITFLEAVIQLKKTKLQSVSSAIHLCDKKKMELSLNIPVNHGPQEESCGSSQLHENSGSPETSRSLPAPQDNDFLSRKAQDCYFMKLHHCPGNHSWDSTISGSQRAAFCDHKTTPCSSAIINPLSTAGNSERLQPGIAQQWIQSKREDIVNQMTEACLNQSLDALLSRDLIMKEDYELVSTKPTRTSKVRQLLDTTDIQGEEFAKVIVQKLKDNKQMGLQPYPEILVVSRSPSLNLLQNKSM
# ABCB6 inh 2 = human ABCB6 transporter inhibition; hit rate 0.19% among 360,000; K562-ABCB6 porphyrin accumulation, flow cytometry, 1 h; stronger effect = lower value; Q9NP58; fluorescence ratio to DMSO, % at 10 µM;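 active = fluorescence ratio to DMSO below 75%, the collection mean minus 3 SD; inconclusive = too few cells collected in the well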;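 also: signal is porphyrin accumulated inside mitochondria; 100% equals median channel fluorescence of DMSO control wells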
# MC4R antagonist = blocks human MC4R cAMP signaling; P32245; MC4R-expressing cells, MTII-stimulated cAMP, LANCE TR-FRET; inhibition, % at 6.5 µM; hit rate 0.48% among 360,000;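 active = inhibition above its plate's cutoff, the mean of tested wells on that plate plus 3 SD, cut at about 29% in these data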;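 also: 0% = Melanotan II alone and 100% = Melanotan II plus saturating MCL0020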
#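 Assay system: U2OS-MC4R stable cell line; Also added: Melanotan II; Technique: Eu-cAMP/anti-cAMP TR-FRET, emission 671 nm; Times: 30-min compound, 1-h challenge, 1-h detection, room temperature.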
# The depositor's hits bear a star; ? = inconclusive; · = not tested or not shown.
SMILES,MC4R barr agon,TLR9-MyD88 block,N-glyco inh,ABHD5 PLIN5 PPI,Vif inh,Exocytosis inh,aDG glyco up,NOD2 RIPK2 PPI,ABCB6 inh 2,MC4R antagonist
O=S1(=O)CC(N2CCN(Cc3ccccc3F)CC2)CN1Cc1cn(Cc2ccc(F)cc2)nn1 (configuration not stated),·,·,·,5,·,-5,-0.2,-3,104,·
C=CCC[C@H](Cc1ccc(F)cc1)C(=O)OC[C@@H](NC(=O)[C@@H](CC=C)CC(=O)N(CCO)Cc1ccccc1)C(C)(C)C,-1.1,-7,0,10,2,31,0.1,2,89,10
COC(=O)[C@@]12C[C@@H](CC(=O)NCc3ccccc3)C(=O)N(Cc3ccc4c(c3)OCO4)C1=CCC(C)(C)C2,·,·,·,0,·,-10,0.6,-4,·,·
CC(=O)Nc1ccc(-c2cc(C(=O)O)c3ccccc3n2)cc1,-0.5,1,1,4,-6,-3,0.0,9,97,10
COc1ccc(/C=C/C(=O)N2CCCC2)cc1OC,3.6,-8,-1,16,6,0,0.7,2,98,-8
CC(=O)N1c2ccc3ccccc3c2C(C)CC12CCCCC2 (configuration not stated),0.4,-3,-4,-11,-37,-1,0.6,0,114,5
O=C(c1ccccc1)c1nc[nH]c1C(=O)Nc1ccccc1,2.2,-6,14,3,-8,1,-0.2,-9,122,3
CCn1c(COc2ccccc2)nnc1SCC(=O)NCc1ccco1,3.2,-5,1,7,4,0,1.6,-8,101,3
CSc1ccc(C2C(C#N)=C(N)Oc3cc4c(cc32)OCO4)cc1 (configuration not stated),1.2,6,12,-4,·,3,-0.2,-16,96,-5
O=C(Oc1cccc(/C=N/Nc2nc(Nc3ccccc3)nc(N3CCOCC3)n2)c1)c1ccco1,-0.2,-3,-12,2,-4,9,-0.3,-2,88,6

# Sorted by SMILES length (lowest first): part of the list above
SMILES,MC4R barr agon,TLR9-MyD88 block,N-glyco inh,ABHD5 PLIN5 PPI,Vif inh,Exocytosis inh,aDG glyco up,NOD2 RIPK2 PPI,ABCB6 inh 2,MC4R antagonist
COc1ccc(/C=C/C(=O)N2CCCC2)cc1OC,3.6,-8,-1,16,6,0,0.7,2,98,-8
CC(=O)N1c2ccc3ccccc3c2C(C)CC12CCCCC2 (configuration not stated),0.4,-3,-4,-11,-37,-1,0.6,0,114,5
CCn1c(COc2ccccc2)nnc1SCC(=O)NCc1ccco1,3.2,-5,1,7,4,0,1.6,-8,101,3
CC(=O)Nc1ccc(-c2cc(C(=O)O)c3ccccc3n2)cc1,-0.5,1,1,4,-6,-3,0.0,9,97,10
CSc1ccc(C2C(C#N)=C(N)Oc3cc4c(cc32)OCO4)cc1 (configuration not stated),1.2,6,12,-4,·,3,-0.2,-16,96,-5
O=S1(=O)CC(N2CCN(Cc3ccccc3F)CC2)CN1Cc1cn(Cc2ccc(F)cc2)nn1 (configuration not stated),·,·,·,5,·,-5,-0.2,-3,104,·
O=C(Oc1cccc(/C=N/Nc2nc(Nc3ccccc3)nc(N3CCOCC3)n2)c1)c1ccco1,-0.2,-3,-12,2,-4,9,-0.3,-2,88,6
COC(=O)[C@@]12C[C@@H](CC(=O)NCc3ccccc3)C(=O)N(Cc3ccc4c(c3)OCO4)C1=CCC(C)(C)C2,·,·,·,0,·,-10,0.6,-4,·,·
C=CCC[C@H](Cc1ccc(F)cc1)C(=O)OC[C@@H](NC(=O)[C@@H](CC=C)CC(=O)N(CCO)Cc1ccccc1)C(C)(C)C,-1.1,-7,0,10,2,31,0.1,2,89,10

# The list goes on.
SMILES,MC4R barr agon,TLR9-MyD88 block,N-glyco inh,ABHD5 PLIN5 PPI,Vif inh,Exocytosis inh,aDG glyco up,NOD2 RIPK2 PPI,ABCB6 inh 2,MC4R antagonist
O=C(CSc1ncccn1)NCc1ccc2c(c1)OCO2,0.1,-5,-1,0,-4,19,0.0,-8,99,19
Cc1cc(C)c(C)c(S(=O)(=O)N2CCN(C(=O)c3ccccc3OCc3c(C)noc3C)CC2)c1C,0.7,3,-3,9,0,4,0.6,8,99,11
O=C1N[C@@H](Cc2ccccc2)C(=O)N2CCC[C@@H]12,0.1,-2,0,-2,-7,2,0.0,-10,102,24
CCOc1ccc(C(c2c(O)nc(SC)n(C)c2=O)c2c(O)nc(SC)n(C)c2=O)cc1,-2.4,-8,2,18,-5,1,0.3,0,97,8
Cc1ccc(C(=O)NNC(=O)Cn2nnc3ccccc32)cc1,0.5,-9,0,4,1,-4,0.2,-7,107,10
COCCCN(Cc1ccco1)C(=O)CSc1nc2ncccc2[nH]1,-0.8,10,1,3,-5,-1,0.2,-7,104,-6
CCc1nc2ccc(C(=O)Nc3cc(-c4ccccc4)ccc3OC)cn2c1N(C)CCCc1ccccc1,-3.3,·,-5,-4,-3,-4,1.1,-12,99,3
CCN(CC)c1ccc(CNc2nc3ccccc3n2C(C)C)cc1,0.2,1,-1,2,5,2,0.0,-2,94,1
O=C(NC1CCCCC1)Nn1c(-c2ccccc2)nc2ccccc2c1=O,-0.6,1,-1,-3,3,0,-0.1,3,100,19
O=C1C=C(NC2CCCC2)CC(c2ccccc2)C1 (configuration not stated),-1.6,·,3,-4,-7,-1,0.0,0,100,-4
CC(NCC(O)COc1ccc(S(=O)(=O)N2CCOCC2)cc1)c1ccccc1 (configuration not stated),-0.2,7,0,-2,2,-5,0.0,0,94,6
CC(Nc1ccc(F)cc1)=[N+](C)CCNS(=O)(=O)c1ccc(Cl)cc1,1.6,-8,0,-2,4,?,-0.1,-1,92,2
O=C(CCc1n[nH]c(=O)[nH]c1=O)N/N=C/c1ccc(Br)o1,0.4,-9,2,3,1,-7,0.2,0,98,7
COc1cccc(C(=O)Nc2ccc(NC(=O)c3cc4ccccc4o3)c(OC)c2)c1,10*,-1,-4,-11,7,-3,-0.1,7,94,-2
COC(=O)c1cccc([N+](=O)[O-])c1CN1CCCC(C(N)=O)C1 (configuration not stated),-2.0,-2,2,-1,1,-2,0.1,-4,99,18
COCCN1Cc2cccc(C(=O)NC3CCCCCC3)c2C1=O,-0.6,-1,-2,7,2,?,-0.2,0,98,15
Cc1ccc[n+](C(C)C(=O)c2ccc(Cl)cc2)c1 (configuration not stated),-1.5,5,-1,-7,-3,-9,-0.1,0,98,0
CC(=O)Nc1ccc(S(=O)(=O)N(Cc2ccccc2)c2ccccc2)cc1,-2.1,-6,-3,-11,-8,0,-0.1,6,98,15
O=C(Nc1ccc([N+](=O)[O-])cc1)Nc1ccon1,-3.3,7,14,4,14,9,-0.3,13,96,-19
Cc1nc(N)nc(N)c1-c1ccc(Cl)c(Cl)c1,0.6,-10,-8,-7,11,17,-0.3,7,174,8
COCC(C)NC(=O)c1cc(-c2ccc(OC)c(OC)c2)on1 (configuration not stated),2.7,12,1,-5,3,-3,-0.3,3,99,-4
COc1cccc(N2CCN(CC(=O)Nc3nc4c(s3)CC(C)CC4)CC2)c1 (configuration not stated),7.1,-1,0,-3,·,4,-0.2,9,84,9
[O-]/[N+](=C\c1cccc(Br)c1)c1ccccc1,-2.3,0,1,-8,16,-2,0.0,-9,105,9
CCN1CCN(c2cc(C)c3cc(NC(=S)N4CCN(c5ccccc5)CC4)ccc3n2)CC1,2.5,12,-10,10,5,56*,-0.3,9,96,6
Cc1ccc(N(C)S(=O)(=O)c2ccc(-c3ccc(=O)[nH]n3)s2)cc1C,0.0,11,1,5,?,1,0.0,-1,101,-6
O=C(c1cc(-c2ccc(Cl)s2)nc2ccccc12)N1CCOCC1,0.2,-5,-1,7,3,-2,0.3,-6,95,4
CCN(CC)CCNC(=O)c1ccc(NC(=O)c2c(C)nn(-c3ccc(F)cc3)c2Cl)cc1,-0.2,-1,-5,-8,-9,0,0.2,-2,100,11
CCC(C)(C)n1nnnc1C(c1ccc(O)c(OC)c1)N1CCN(c2nc3ccccc3s2)CC1 (configuration not stated),-1.9,0,0,17,15,54,1.5,1,100,5
CSc1nc2c(C)c(C)c(C)c(C)c2[nH]1,1.9,-9,2,-3,-12,-4,-0.2,-6,94,-4
CCOC(=O)c1ccc(NS(=O)(=O)c2cc(C)ccc2OC)cc1,-1.7,0,0,6,-13,4,0.8,6,102,3
COc1cccc(C(=O)CN2C3=NCCCN3c3ccccc32)c1,-0.7,1,-2,9,?,4,-0.1,-4,94,2
CCOC(=O)CNS(=O)(=O)c1cc(-c2nn(C)c(=O)c3ccccc23)ccc1C,-0.9,-5,0,8,-18,0,-0.2,-8,88,1
C=CCN(c1ccc(OC)cc1)S(=O)(=O)c1ccc(Cl)c(C(=O)OCC(=O)NC2CC2)c1,-2.4,-1,1,-5,2,1,-0.3,-4,100,19
COc1ccc(-c2cc3ccccc3n2CC(O)CN2CCOCC2)cc1 (configuration not stated),-1.1,-10,0,-1,·,-1,-0.2,3,85,-1
CCCCN(C(=O)c1ccc(-c2ccc(Cl)cc2)o1)c1c(N)n(CCCC)c(=O)[nH]c1=O,0.0,5,2,8,-1,3,-0.2,7,93,4
CC1CCCC(C)N1C(=O)c1cc(-c2cccs2)on1 (configuration not stated),0.5,3,2,2,-5,-1,-0.1,6,96,4
CCN(CC)S(=O)(=O)c1ccc(N2CCCC2)c(NC(=O)C2CSC3(C)CCC(=O)N23)c1 (configuration not stated),-2.0,-9,5,4,10,-1,-0.4,-7,101,-2
CCCN1CCC(=O)N(CCSc2ccc(C)cc2)CC1,-0.6,-5,-1,6,10,0,0.0,3,99,1
O=C1NCC(c2ccccc2)C1C(=O)N/N=C\c1ccc(-c2ccc(Cl)c(Cl)c2)o1 (configuration not stated),6.6,7,0,4,0,3,0.1,0,102,-5
COc1ccccc1CCNS(=O)(=O)c1cc2c3c(c1)CCN3C(=O)CC2,-1.6,-12,1,-13,-10,0,-0.2,-7,93,1

# The closing 2 compounds of the section above are carried over, then new ones follow:
SMILES,MC4R barr agon,TLR9-MyD88 block,N-glyco inh,ABHD5 PLIN5 PPI,Vif inh,Exocytosis inh,aDG glyco up,NOD2 RIPK2 PPI,ABCB6 inh 2,MC4R antagonist
O=C1NCC(c2ccccc2)C1C(=O)N/N=C\c1ccc(-c2ccc(Cl)c(Cl)c2)o1 (configuration not stated),6.6,7,0,4,0,3,0.1,0,102,-5
COc1ccccc1CCNS(=O)(=O)c1cc2c3c(c1)CCN3C(=O)CC2,-1.6,-12,1,-13,-10,0,-0.2,-7,93,1
CCOc1ccc(NC(=O)C(=S)NC2CCCCC2)cc1,-0.6,-11,0,0,1,-1,-0.1,-15,95,5
CCOc1ccc(NC(=O)CN2C(=O)COc3ccc(S(=O)(=O)N4CCCCC4)cc32)cc1,-3.4,2,-3,-3,2,-1,-0.3,3,94,1
COCCOC1CCN(C(=O)c2ccc(OC)c(OC3CCN(C(C)C)CC3)c2)CC1,-2.1,1,0,1,-2,5,0.0,-11,99,1
CCn1cc(S(=O)(=O)CC(=O)Nc2ccc3c(c2)OCO3)c2ccccc21,-1.6,3,3,-3,13,4,0.0,6,91,12
Nn1c(C2COc3ccccc3O2)n[nH]c1=S (configuration not stated),0.6,3,4,-4,-2,-1,-0.2,-1,93,8

# An excerpt; count on the stated rates, not on these rows.
